Screening results from PubChem.
CCHFV vOTU inh: blocks the CCHF virus ovarian tumor domain protease; actives 0.55% (n = 370,000); inhibition, % at 11.5 µM; CCHFV vOTU protease, Pep-AMC fluorescence; AID 651958; in the data active = inhibition above about 30%; note: 0% = vehicle wells with enzyme and 100% = no enzyme wells
TcdB GH inh: blocks C. difficile toxin B glycohydrolase activity; actives 0.24% (n = 350,000); TcdB glycohydrolase enzymatic assay, plate reader; P18177; inhibition, % at 9.99 µM; AID 652162; in the data active = inhibition above about 10%
SSB-PriA inh: blocks PriA binding to SSB C-terminal tail; AID 1272365; actives 0.6% (n = 430,000); AlphaScreen SSBct-PriA binding, biotinylated peptide; inhibition, % at 33 µM; in the data active = inhibition mostly above about 37%, no sharp cut-off; inactive = mostly below about 20%;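 note: plate controls were negative control peptide for no effect and reference peptide for full effect; strong numbers were not always called active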
Yp Topo-I inh: Y. pestis Topo-I inhibition via cleavage products; Y. pestis Topo-I cleavage product accumulation, plate reader; activity, % at 10 µM; actives 0.064% (n = 360,000); AID 504884; in the data active = activity above about 50%, passing the limit was not always enough; inconclusive = no clear call, values can overlap the other calls; note: inactives centre near 2
3CLpro inhibitor: SARS-CoV 3CLpro protease inhibition. actives 0.14% (n = 290,000). P0C6X7. inhibition, % at 6 µM. recombinant SARS-CoV 3CLpro, quenched FRET peptide cleavage. AID 1706; in the data active = inhibition above about 12%
Anthrax LF inh2: blocks Bacillus anthracis lethal factor protease | P15917 | multiplex microsphere protease cleavage assay, LF | inhibition, % at 10 µM | actives 0.12% (n = 360,000); note: plate controls were buffer without enzyme for full effect and enzyme alone for no effect
Target sequence (P15917 whole entry, looked up): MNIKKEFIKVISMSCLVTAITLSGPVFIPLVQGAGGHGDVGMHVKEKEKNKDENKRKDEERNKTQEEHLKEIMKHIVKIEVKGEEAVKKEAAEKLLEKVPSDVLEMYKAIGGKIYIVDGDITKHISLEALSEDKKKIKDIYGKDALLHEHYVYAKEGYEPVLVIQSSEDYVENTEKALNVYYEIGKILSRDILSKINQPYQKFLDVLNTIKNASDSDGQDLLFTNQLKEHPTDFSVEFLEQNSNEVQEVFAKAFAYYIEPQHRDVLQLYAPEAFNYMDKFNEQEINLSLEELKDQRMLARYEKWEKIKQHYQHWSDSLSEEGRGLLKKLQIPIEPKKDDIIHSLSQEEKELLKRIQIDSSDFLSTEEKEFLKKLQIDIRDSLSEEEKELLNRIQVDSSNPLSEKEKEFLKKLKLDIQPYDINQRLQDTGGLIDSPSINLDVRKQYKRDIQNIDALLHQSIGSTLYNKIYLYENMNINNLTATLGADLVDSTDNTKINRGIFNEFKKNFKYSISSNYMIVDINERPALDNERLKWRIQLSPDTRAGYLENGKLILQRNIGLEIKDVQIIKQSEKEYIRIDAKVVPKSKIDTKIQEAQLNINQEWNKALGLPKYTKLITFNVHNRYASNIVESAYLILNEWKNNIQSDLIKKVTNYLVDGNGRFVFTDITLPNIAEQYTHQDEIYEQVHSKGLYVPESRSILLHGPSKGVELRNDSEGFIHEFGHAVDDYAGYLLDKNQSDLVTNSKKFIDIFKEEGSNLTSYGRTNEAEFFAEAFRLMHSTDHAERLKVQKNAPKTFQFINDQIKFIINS
PfHsp40 yeast: restores yeast growth despite PfHsp40 toxicity; S. cerevisiae expressing PfHsp40, growth rescue, ATP luminescence; growth rescue, % at 12.5 µM; actives 0.68% (n = 340,000); AID 504582; in the data active = growth rescue above about 28%, passing the limit was not always enough; inconclusive = no clear call, values can overlap the other calls;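 note: yeast W303a lacking pdr1 and pdr3 grown in galactose medium; growth measured after three days at 30 °C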
BoNT A protease: blocks Botulinum neurotoxin A light chain protease; multiplex microsphere protease substrate cleavage, flow cytometry; inhibition, % at 10 µM; actives 0.17% (n = 360,000); note: plate controls were buffer without enzyme for full effect and enzyme alone for no effect
BH1578 lux ind: inducers of Vibrio cholerae quorum light production without autoinducers. V. cholerae BH1578 lux reporter, luminescence, 6 h. activation, % at 18.7 µM. actives 0.16% (n = 350,000); in the data active = activation mostly above about 9.7%, no sharp cut-off; inconclusive = no clear call, values can overlap the other calls; inactive = mostly below about 3.7%; note: not every result past the cut was called active; inactives centre near 0; reference of the scale not given here
VHR inh abs: blocks human VHR1 dual specificity phosphatase; P51452; recombinant VHR phosphatase, pNPP absorbance; inhibition, % at 13.3 µM; actives 0.52% (n = 290,000); AID 1654; in the data active = inhibition above about 50%; note: some compounds called inactive have numbers as strong as hits
Target sequence (P51452 whole entry, looked up): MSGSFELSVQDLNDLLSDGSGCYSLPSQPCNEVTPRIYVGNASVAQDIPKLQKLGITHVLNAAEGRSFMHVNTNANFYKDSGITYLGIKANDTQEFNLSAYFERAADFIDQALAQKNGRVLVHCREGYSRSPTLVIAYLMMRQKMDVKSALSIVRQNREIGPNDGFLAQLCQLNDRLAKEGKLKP
Numbers without * were called inactive; i = inactive; ? = inconclusive; nt = no result given; & = joins results of further samples. Cut-off read from the data, not from the text of the source, unless noted: active = inhibition above about 30%; inconclusive = no clear call, values can overlap the other calls; inactive = below that. Not all compounds are listed; rates above refer to the full screens.

Preview (two entries):
Values run as follows: CCHFV vOTU inh, TcdB GH inh, SSB-PriA inh, Yp Topo-I inh, 3CLpro inhibitor, Anthrax LF inh2, PfHsp40 yeast, BoNT A protease, BH1578 lux ind, VHR inh abs
> CCC(Oc1ccccc1)C(=O)NC1CCCCCC1 (stereo unspecified)
    -3.6, -0.7, -22.8, 6.9, -2.5, 0.2, -0.8, 0.2, 1.1, 24.9
> COc1ccccc1CN1C[C@@H]2C[C@@H](c3cccc(C)c3)N3CCC[C@@]23C1=O
    -8.9, 1.0, -5.1, -1.9, -2.6, -6.3, 9.0, -1.5, 0.7, 30.9

This part in full, repeating the preview:
Values run as follows: CCHFV vOTU inh, TcdB GH inh, SSB-PriA inh, Yp Topo-I inh, 3CLpro inhibitor, Anthrax LF inh2, PfHsp40 yeast, BoNT A protease, BH1578 lux ind, VHR inh abs
> CCC(Oc1ccccc1)C(=O)NC1CCCCCC1 (stereo unspecified)
    -3.6, -0.7, -22.8, 6.9, -2.5, 0.2, -0.8, 0.2, 1.1, 24.9
> COc1ccccc1CN1C[C@@H]2C[C@@H](c3cccc(C)c3)N3CCC[C@@]23C1=O
    -8.9, 1.0, -5.1, -1.9, -2.6, -6.3, 9.0, -1.5, 0.7, 30.9
> CCOc1ccccc1N(CC(=O)Nc1ccc(S(=O)(=O)N2CCOCC2)cc1)S(=O)(=O)c1ccc(Cl)cc1
    0.6, 0.6, -5.2, -0.5, 4.3, -0.2, 0.3, 2.1, -0.2, -6.9
> CC(C)CC(=O)OC1C(N2CCOCC2)c2c(ccc(/C=C/C(=O)N3CCOCC3)c2O)OC1(C)C (stereo unspecified)
    -4.5, 1.0, 1.4, 23.8, 2.0, -0.8, 2.0, 0.5, -0.2, 2.9
> COc1ccc(CCc2nnc(NS(C)(=O)=O)s2)cc1
    -11.1, -0.2, 3.4, -3.2, 4.4, -6.8, 2.4, -4.3, -0.3, 12.2
> Fc1ccccc1/C=N/n1c(-c2cccnc2)n[nH]c1=S
    2.3, 0.4, nt, 5.7, 4.4, -6.7, -0.4, ?, i, 1.1
> CCOC(=O)C1CCN(S(=O)(=O)c2ccc3c(c2)CCN3C(=O)C2CCC2)CC1
    nt, nt, -6.5, 2.3, -2.7, 2.5, 0.0, -3.0, i, 3.7
> COc1ccc(CNC(=O)c2cn(Cc3ccccc3F)c(=O)s2)cc1
    5.6, 0.2, nt, 7.8, nt, -8.8, nt, -1.0, 0.4, nt
> O=C(Nc1ccnn1C1CCN(Cc2ccccn2)CC1)c1cccc(F)c1
    20.3, -4.5, -5.1, 8.0, -1.7, -0.4, -0.5, 0.8, 7.1, -25.6
> CCOCCOC(=O)COc1ccc2c(-c3ccccc3)cc(=O)oc2c1
    -11.6, 0.3, -17.3, -5.5, -1.1, 0.2, -1.1, -0.1, -0.2, 0.1
> O=C(Cn1ncc2c3ccccc3n(Cc3ccccc3F)c2c1=O)N1CCN(c2ccccn2)CC1
    -2.0, 2.3, -4.8, -0.6, -4.0, -0.1, 0.2, -0.9, -0.4, 17.3
> COC(=O)C(C(=O)Nc1ccccc1C)C1CCCCCC1 (stereo unspecified)
    -0.7, 0.8, -18.4, 3.7, -1.9, 0.3, 0.7, -0.1, -0.7, 17.4
> COc1cc(OC)cc(-c2sc3ccc(OC)cc3c2C#CC(C)(C)O)c1
    -0.2, nt, -28.1, 29.0, nt, -7.5, 1.6, -0.6, i, nt
> CCOc1cc(NC(=S)NCCCN2CCOCC2)c(OCC)cc1NC(=O)C1CCCCC1
    -1.4, 0.4, 12.2, 15.7, 3.4, -0.7, -0.8, -0.6, i, 20.4
> O=P(Nc1ccccc1)(Nc1ccccc1)c1ccccc1
    -7.5, 0.7, -6.7, 10.3, nt, -3.1, 43.0*, -0.1, i, nt
> CCOc1ccccc1NC(=O)CC1Nc2cc(C)c(C)cc2NC1=O (stereo unspecified)
    3.0, nt, 8.0, 9.6, -2.3, 6.4, 49.3*, 0.0, nt, 17.0
> CCCCN(C(=O)C(C)(C)Oc1ccc(Cl)cc1)c1c(N)n(CCC)c(=O)[nH]c1=O
    -9.4, 0.5, -10.9, 4.1, nt, -5.5, 1.4, 0.3, -0.4, nt
> CCOc1ccc(-n2c(N)c(-c3nc4ccccc4[nH]3)sc2=S)cc1
    10.1, nt, -7.4, -23.1, -4.5, -3.8, -1.3, 0.1, i, 2.4
> COc1cccc(NC(=O)CNC(=O)c2ccccc2)c1
    -8.4, nt, -21.3, 0.3, -1.1, -4.8, 5.3, 0.3, i, 9.7
> CCOc1ccc(C(=O)O/N=C(\N)c2ccccn2)cc1
    2.8, 1.3, i, -7.4, 4.2, -8.4, -6.6, -3.1, i, 5.2
> COC(=O)c1ccc(/C=C(\C#N)c2nc3ccccc3s2)cc1
    4.5, nt, -0.2, -3.4, 0.5, -1.3, -0.5, 0.8, 3.4, 19.7
> Cc1ccccc1-n1c(SCc2cc(=O)n3ccccc3n2)nc2[nH]ncc2c1=O
    4.0, nt, 1.7, 8.0, -1.6, 0.1, -1.0, 0.1, -0.3, 32.6
> COc1cccc(-c2ccc(=O)n(CC(=O)Nc3ccc(C(=O)N4CCCC4)cc3)n2)c1
    -11.3, nt, 0.4, 1.3, 2.5, -5.2, -0.1, 0.2, i, 4.7
> Cn1nc(C(F)(F)F)c(-c2ccc(F)cc2)c1NC(=O)c1cccnc1
    0.5, 1.0, -15.0, 3.3, -2.6, -1.4, -0.6, -0.3, -0.2, 24.6
> Cc1[nH]n(-c2ccc([N+](=O)[O-])cc2)c(=O)c1C=NCCc1c(C)[nH]c2ccccc12
    6.8, nt, -2.2, -7.3, -0.6, -1.6, 0.8, 0.1, 0.6, -0.2
> CCCn1cnnc1CNC(=O)C1CCC(=O)N(CCCc2ccccc2)C1 (stereo unspecified)
    15.0, -1.0, -0.1, 2.5, -0.7, -0.3, 0.2, 2.8, -0.2, -3.6
> COC(=O)CN1C(=O)CC(C)(C)S(=O)c2ccccc21 (stereo unspecified)
    2.5, 0.6, -1.8, -2.3, 4.0, 4.5, -0.6, 0.2, i, 27.8
> CCOc1ccccc1NC(=O)CN1C(=O)COc2ccccc21
    1.8, 0.4, -13.9, 8.7, 2.9, 12.7, -0.8, 1.4, -0.6, -6.8
> Cc1nnc2ccc(-c3cccc(NC(=O)Cc4cccs4)c3)nn12
    0.3, 0.7, -9.1, 1.5, 2.6, -0.5, 0.0, 0.2, i, 6.2
> O=c1c2ccccc2nc(-c2cccs2)n1-c1cccc2ccccc12
    4.6, -0.7, -7.0, 25.6, 3.1, -1.7, 0.6, -0.4, -0.6, 8.6
> C=CCOn1c(=O)c(-c2ccc(Br)cc2)[n+]([O-])c2ccccc21
    0.4, 1.2, 1.5, 4.0, -1.8, 3.0, 0.8, 3.2, 0.6, -1.2
> CC(=O)c1cccc(NC(=O)c2ccc(N(C)S(C)(=O)=O)cc2)c1
    8.1, nt, -7.7, -4.3, 7.7, 4.3, 0.5, 0.5, i, -8.6
> COc1ccc(N2CCN(S(=O)(=O)CCNC(=O)c3ccco3)CC2)cc1
    -2.1, -0.2, 0.4, 2.2, nt, nt, -0.7, nt, -0.8, nt
> CCn1c(CC(=O)Nc2ccccc2)nnc1SCC(=O)N1CCOCC1
    -0.5, 1.1, 6.8, -1.2, -1.8, 2.6, -1.1, -2.6, nt, 27.3
> COc1ccc(C(=O)Nc2cc3c4c(c2)CC(=O)N4CCC3)cc1
    -0.5, 0.9, 9.1, -4.1, nt, nt, -0.8, nt, -0.2, nt
> c1ccc(NC2=NCCN2CC2CCCCCC2)cc1
    -8.1, 0.4, 2.2, 7.9, nt, -3.9, -2.7, -1.2, 0.5, nt
> Cc1ccc([C@H]2N[C@]3(CCCN(Cc4ccco4)C3=O)[C@H]3C(=O)N(Cc4ccccc4)C(=O)[C@@H]23)cc1
    9.2, -1.8, nt, 8.9, nt, -2.4, nt, -0.5, i, nt
> C[C@@H]1CN([C@@H](C)CO)S(=O)(=O)c2ccc(Br)cc2O[C@H]1CN(C)C(=O)c1cccc(F)c1
    -2.5, 0.8&2.0, nt, 27.2, nt, -0.9, nt, -0.5, -2.4, nt
> NC1=NC(=O)C2(COC(c3ccccc3Cl)OC2)S1 (stereo unspecified)
    -9.1, nt, 2.3, 8.0, 3.5, 1.8, 1.8, 0.8, -0.2, 4.2
> COc1cc(C(=O)NCc2nnc(SCC(=O)c3ccc(Cl)cc3)o2)cc(OC)c1OC
    7.1, 0.4, -10.5, 4.1, -1.2, -0.8, 0.3, -0.1, -0.7, 18.2
> CC(C)c1ccc(NC(=O)C2CCN(S(=O)(=O)c3ccc4c(c3)NC(=O)CO4)CC2)cc1
    11.5, 0.6, 0.5, 29.0, 5.9, -5.0, 0.5, -1.2, -0.2, -7.2
> c1ccc(-n2nnnc2OCCOc2nnnn2-c2ccccc2)cc1
    16.4, nt, 2.9, 2.5, -1.1, -2.8, 0.0, -0.7, i, 3.6
> CC1(C)SCC2C(=O)N3C(CSC3(C)C)C(=O)N21 (stereo unspecified)
    -2.7, nt, 1.7, -7.1, -1.2, -2.3, -0.7, 0.6, 4.8, 23.4
> CC(=O)Nc1ccc(NC(=O)c2ccccc2S(=O)(=O)c2ccc([N+](=O)[O-])cc2)cc1
    -11.7, 1.2, -3.5, -0.7, -0.4, 0.5, 1.7, -0.4, i, -7.9
> CSc1nc(C)c(CCOC(=O)c2cccc(Cl)c2)c(=O)[nH]1
    -2.4, nt, -25.6, 4.6, 4.9, 2.7, 2.4, 0.8, 5.9, 22.8

Part of the list above in order of molar mass, ascending:
Values run as follows: CCHFV vOTU inh, TcdB GH inh, SSB-PriA inh, Yp Topo-I inh, 3CLpro inhibitor, Anthrax LF inh2, PfHsp40 yeast, BoNT A protease, BH1578 lux ind, VHR inh abs
> c1ccc(NC2=NCCN2CC2CCCCCC2)cc1
    -8.1, 0.4, 2.2, 7.9, nt, -3.9, -2.7, -1.2, 0.5, nt
> C=CCOn1c(=O)c(-c2ccc(Br)cc2)[n+]([O-])c2ccccc21
    0.4, 1.2, 1.5, 4.0, -1.8, 3.0, 0.8, 3.2, 0.6, -1.2
> C[C@@H]1CN([C@@H](C)CO)S(=O)(=O)c2ccc(Br)cc2O[C@H]1CN(C)C(=O)c1cccc(F)c1
    -2.5, 0.8&2.0, nt, 27.2, nt, -0.9, nt, -0.5, -2.4, nt

Other results
Values run as follows: CCHFV vOTU inh, TcdB GH inh, SSB-PriA inh, Yp Topo-I inh, 3CLpro inhibitor, Anthrax LF inh2, PfHsp40 yeast, BoNT A protease, BH1578 lux ind, VHR inh abs
> Cc1ccc(C)c(SCC(=O)NC2CCS(=O)(=O)C2)c1 (stereo unspecified)
    -4.4, 0.3, -4.5, -8.5, nt, 0.2, 1.7, 1.9, i, nt
> Cc1ccc(CSc2nnc(-c3cccs3)n2C)cc1
    -0.7, nt, -8.4, 5.7, 1.8, -0.8, 1.2, -0.5, i, 8.8
> NC(N)=NS(=O)(=O)c1ccc(NC(=S)NC(=O)c2ccc3c(c2)OCO3)cc1
    -9.4, 0.2, -1.8, 1.6, -3.1, -8.6, -1.4, -2.2, i, -12.0
> COC(=O)C1=NN(c2ccccc2)C2(S1)SC(C(C)=O)=C(C)N2c1ccccc1 (stereo unspecified)
    1.3, nt, 4.5, -10.5, 3.2, 0.0, -0.8, -0.6, -2.6, -4.1
> Cc1ccc(C(=O)Cn2c(C(=O)O)cc3ccccc32)cc1
    -7.4, 1.6, 3.1, -3.5, 1.8, 3.8, -1.7, -2.3, -0.1, 2.4
> COc1cccc(NC(=O)Cc2nnc(SCCOc3ccccc3)n2C)c1
    6.3, nt, -4.4, 12.0, -0.3, -2.3, 0.9, -1.0, 1.0, 14.6
> CCCCCOC(=O)Cn1c(=O)oc2ccc(C)cc21
    -0.6, nt, -21.0&-26.6, -8.9, -11.7, 0.8, -0.5, 1.2, -0.4, -1.5
> CON(c1nc(Cl)nc(N(C)C)n1)S(=O)(=O)c1ccccc1Cl
    12.6, nt, -9.2, 5.7, 0.8, 3.8, -1.9, -0.6, -2.4, -5.4
